mIAP act: increases mouse intestinal alkaline phosphatase activity | muIAP, CDP-Star luminescence, 30 min; stronger effect = higher value; 1 = vehicle-only enzyme signal, 0 = enzyme-free wells | 330,000 tested, 0.24% active | activation factor at 10 µM;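 active means activation factor of at least 2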; further: the source names both 10 and 20 µM as test concentration; values of inactives mirror those of a sister screen read the other way
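Assay system: mouse IAP enzyme / Compound: DMSO-dissolved test compounds / Timing: 30 min, room temperature / Measured by: luminescence from enzymatic CDP-Star hydrolysis / Control set: DMSO-only wells, enzyme-free buffer wells as negative control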
ATG4B inhibitor: ATG4B (human) cysteine protease inhibition; Q9Y4P1; ATG4B cleavage of LC3-PLA2, NBD-HPC fluorescence, 1 h; inhibition, % at 8.33 µM; 340,000 tested, 0.51% active; in the data active means inhibition above about 40%
Target sequence (Q9Y4P1 whole entry, looked up): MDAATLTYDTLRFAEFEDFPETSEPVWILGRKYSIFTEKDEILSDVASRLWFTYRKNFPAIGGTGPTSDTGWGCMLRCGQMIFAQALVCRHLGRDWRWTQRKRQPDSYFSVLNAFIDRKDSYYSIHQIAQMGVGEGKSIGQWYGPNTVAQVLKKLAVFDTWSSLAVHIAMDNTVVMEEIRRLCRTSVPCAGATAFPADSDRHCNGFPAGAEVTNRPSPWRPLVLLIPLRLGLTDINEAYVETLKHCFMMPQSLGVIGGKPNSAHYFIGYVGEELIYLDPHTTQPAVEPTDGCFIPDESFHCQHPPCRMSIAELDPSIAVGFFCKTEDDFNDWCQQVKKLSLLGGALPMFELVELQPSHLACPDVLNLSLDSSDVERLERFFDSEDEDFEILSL
hIAP inh: blocks human intestinal alkaline phosphatase; purified IAP, CDP-Star luminescence, 30 min; inhibition, % at 10 µM; 330,000 tested, 0.12% active;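 active means inhibition reaching a set limit with compound at 10 µM in the primary screen, cut at about 35% in these data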;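 further: plate controls were DMSO wells with enzyme for no effect and no-enzyme buffer wells for full effect; values of inactives mirror those of a sister screen read the other way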
Target sequence (P09923 whole entry, looked up): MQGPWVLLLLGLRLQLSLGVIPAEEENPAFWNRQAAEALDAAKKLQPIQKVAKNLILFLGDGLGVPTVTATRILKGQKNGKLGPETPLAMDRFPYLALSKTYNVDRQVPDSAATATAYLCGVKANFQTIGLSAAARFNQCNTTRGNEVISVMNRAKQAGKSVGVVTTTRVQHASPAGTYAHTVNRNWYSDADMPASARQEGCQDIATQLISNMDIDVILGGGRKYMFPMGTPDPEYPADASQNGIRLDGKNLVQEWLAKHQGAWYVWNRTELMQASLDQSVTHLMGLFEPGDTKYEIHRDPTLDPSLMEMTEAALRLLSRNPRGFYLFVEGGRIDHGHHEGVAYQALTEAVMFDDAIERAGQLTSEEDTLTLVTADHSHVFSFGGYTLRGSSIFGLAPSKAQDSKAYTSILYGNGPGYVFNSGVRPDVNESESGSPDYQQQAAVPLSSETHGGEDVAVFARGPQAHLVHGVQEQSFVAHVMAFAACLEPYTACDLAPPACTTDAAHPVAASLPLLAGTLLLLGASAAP
Apaf1 inhib: inhibitors of human Apaf-1 apoptosome; O14727; reconstituted apoptosome caspase-3 activity, DEVD-Rh110 fluorescence; inhibition, % at 20 µM; 330,000 tested, 0.71% active; active means inhibition of at least 40% at 20 µM;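 further: plate controls were DMSO wells for no effect and DEVD-CHO caspase inhibitor wells for full effect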
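System: Apoptosome proteins | Medium: Hepes pH 7.5 with detergent and BSA | Also added: Cytochrome c trigger plus (Z-DEVD)2-Rh110 caspase-3 substrate | Incubation: 30 min compound preincubation, 50 min activation, room temperature | Detection: Rhodamine 110 fluorescence at Ex 480/Em 540 nm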
tim10-1 inh: inhibits growth of tim10-1 mutant yeast. S. cerevisiae tim10-1 ts strain growth, BacTiter-Glo, 24 h. inhibition, % at 20 µM. 330,000 tested, 2.2% active. AID 463190;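 active means inhibition of at least 40%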;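 further: mutant grown at 25 °C; 0% = DMSO wells with yeast and 100% = wells holding no yeast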
hIAP act: human IAP activation; P09923; purified human IAP, CDP-Star luminescence, 30 min; stronger effect = higher value; 1 = vehicle-only enzyme, 0 = enzyme-free background; activation factor at 10 µM; 330,000 tested, 0.16% active; AID 2524;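 active means activation factor of the enzyme at least 2-fold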; further: the source names both 10 and 20 µM as test concentration; values of inactives mirror those of a sister screen read the other way
mIAP block: blocks mouse intestinal alkaline phosphatase; 330,000 tested, 0.2% active; purified mouse IAP, CDP-Star luminescence, 30 min; AID 2806; inhibition, % at 10 µM;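 active means inhibition of at least 40% at 10 µM in the primary screen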;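 further: plate controls were DMSO with enzyme for no effect and no enzyme wells for full effect; values of inactives mirror those of a sister screen read the other way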
TIM10 inh: growth inhibitors of TIM10 yeast strain | 330,000 tested, 1.4% active | S. cerevisiae TIM10 strain growth, BacTiter-Glo luminescence, 24 h | inhibition, % at 10 µM | AID 463195;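 active means inhibition of 40% or more at the single tested concentration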;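 further: wild-type TIM10 isogenic control strain grown at permissive 25 °C; 0% = DMSO yeast wells and 100% = minimal medium wells without yeast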
NLRP3 yeast inh: NALP3 inhibition in yeast. 330,000 tested, 0.39% active. Yeast reconstituted NLRP3/ASC/caspase-1, beta-gal luminescence, 24 h. inhibition, % at 10 µM;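 active means inhibition of 50% or more; inactive means inhibition below 50%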;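 further: plate controls were induced DMSO wells for no effect and uninduced yeast grown without galactose for full effect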
* hit, by the source's call.

Screens in order: mIAP act, ATG4B inhibitor, hIAP inh, Apaf1 inhib, tim10-1 inh, hIAP act, mIAP block, TIM10 inh, NLRP3 yeast inh
[1] CCOc1ccc(C(=O)N2CCCN(C(=O)c3ccc(OCC)cc3)CC2)cc1
→ 0.98, -1, -3, 2, 8, 1, 2, 5, 6
[2] CN(C)C(CNC(=O)c1ccc(S(=O)(=O)Nc2ccccc2F)cc1)c1ccco1 (centres undefined)
→ 0.92, -5, 8, 37, -8, 0.93, 8, -4, 11
[3] CC(C)(C)c1ccc(OCC(=O)NNC(=O)c2cccnc2)cc1
→ 1, 15, -58, 5, 15, 1.6, 0, -6, 10
[4] CC(=O)c1cc(C#N)c(N2CCOCC2)nc1C
→ 1, -3, 11, -5, -6, 0.89, -1, 2, 6
[5] COc1ccc(C(=O)Nc2nnc(-c3ccccc3)s2)cc1
→ 0.98, -5, -24, -3, -7, 1.2, 2, -6, 4
[6] CN1C(=O)c2ccc(NC(=O)C3CC3)cc2C1=O
→ 0.98, 2, -5, 3, 15, 1.1, 2, 9, 3
[7] CCNc1nc2c(c(=O)[nH]c(=O)n2C)n1CCCc1ccccc1
→ 1.1, 3, 4, -18, 5, 0.96, -6, -11, 11
[8] CCc1cc(=O)oc2cc(OCc3nn[nH]n3)ccc12
→ 0.99, -8, -32, -5, -10, 1.3, 1, 3, -8
[9] COC(=O)c1nnn(CC(=O)NC(=O)Nc2ccccc2)c1C(=O)OC
→ 1, 1, 19, -5, -3, 0.81, -4, -2, 17
[10] O=C(COC(=O)/C=C/c1ccco1)Nc1cc(S(=O)(=O)N2CCOCC2)ccc1Cl
→ 0.91, -7, 6, 6, -11, 0.94, 9, -5, 16
[11] O=C(CCCn1c(=O)c2sccc2n(CC(=O)OCc2ccccc2)c1=O)NCc1ccco1
→ 0.98, 2, 4, 2, 0, 0.96, 2, 8, 10
[12] Cc1ccc(S(=O)(=O)N2CCOCC2)cc1NC(=O)CN1C(=O)NC(C)(c2ccc(Cl)cc2Cl)C1=O (centres undefined)
→ 1.2, -3, -11, 5, -12, 1.1, -15, 11, 5
[13] CCCCN(CCCC)S(=O)(=O)c1ccc2oc(C(=O)N3CCOCC3)c(C)c2c1
→ 0.97, 1, -7, 17, 20, 1.1, 3, 4, 12
[14] CC(=O)Oc1ccc(/C=N/NS(=O)(=O)c2ccccc2)cc1
→ 0.95, -14, 7, 8, 44*, 0.93, 5, 23, 5
[15] Cc1cccc(-c2cc3nc(-c4ccccc4)cc(N4CCC5(CC4)OCCO5)n3n2)c1
→ 0.95, 6, 2, 11, 20, 0.98, 5, 11, 29
[16] CCC1CCCCN1C(=O)CN1C(=O)CSC1=O (centres undefined)
→ 0.96, -2, -10, 7, 2, 1.1, 4, 5, 17
[17] Cc1ccc(NC(=O)Cn2nnc(-c3ccccc3NC(=O)c3cccs3)n2)cc1
→ 1, -3, 5, 3, 11, 0.95, 0, -16, 9
[18] Cc1cc(C)cc(S(=O)(=O)c2cnc3ccccc3n2)c1
→ 0.98, -7, 9, -1, 27, 0.91, 2, 7, 4
[19] CC(C)C(=O)Nc1ccc(Sc2ccc(F)cc2)cc1
→ 1.1, -6, -3, -4, 30, 1, -9, 15, 24
[20] CS(=O)(=O)c1ccc(-c2nnn(CC(=O)N3CCCCC3)n2)cc1
→ 1, -4, -6, -19, 7, 1.1, -3, -7, 18

The final two compounds of the section before come first, to join the parts:
Screens in order: mIAP act, ATG4B inhibitor, hIAP inh, Apaf1 inhib, tim10-1 inh, hIAP act, mIAP block, TIM10 inh, NLRP3 yeast inh
[19] CC(C)C(=O)Nc1ccc(Sc2ccc(F)cc2)cc1
→ 1.1, -6, -3, -4, 30, 1, -9, 15, 24
[20] CS(=O)(=O)c1ccc(-c2nnn(CC(=O)N3CCCCC3)n2)cc1
→ 1, -4, -6, -19, 7, 1.1, -3, -7, 18
[21] Cc1ccc(/C=C(\NC(=O)c2ccccc2)C(=O)NC2CCN(Cc3ccccc3)CC2)o1
→ 1.1, -2, -18, -12, -19, 1.2, -9, -11, 5
[22] CC1C=CCC2C(=O)N(c3cccc(C(=O)N4CCN(c5ccc(F)cc5)CC4)c3)C(=O)C12 (centres undefined)
→ 1, -5, 19, 3, 26, 0.81, 0, 18, -3
[23] COc1cccc(N(C(=O)Cn2nnc(-c3ccc(Cl)cc3)n2)C(C(=O)NCC2CCCO2)c2ccc(C)cc2)c1 (centres undefined)
→ 1.2, -2, -17, 17, -71, 1.2, -17, -36, 13
[24] CC(=O)N1C(C(=O)O)CSC1c1ccc(C)cc1 (centres undefined)
→ 0.95, 4, 15, -5, -16, 0.85, 5, 4, 7
[25] C[C@H](CO)N1C[C@H](C)[C@@H](CN(C)C(=O)NC2CCCCC2)Oc2c(NC(=O)Nc3ccc4c(c3)OCO4)cccc2C1=O
→ 0.99, -9, 4, 5, 8, 0.96, 0, 11, 9
[26] O=C(Nc1ccccc1)NC1(C(=O)N2CCN(c3ncccn3)CC2)CCCCC1
→ 1, -2, -12, 0, 3, 1.1, -3, 7, 14
[27] CN1CCN(C(=O)CCn2nc(-c3ccccc3)c3ccccc3c2=O)CC1
→ 1, -7, -1, -16, 11, 1, -1, -1, 9
[28] Oc1c(C(c2ccco2)N2CCC3(CC2)OCCO3)sc2ncnn12 (centres undefined)
→ 0.76, -1, 2, -1, 17, 0.98, 24, 4, 4
[29] Cc1ccc(C#N)c(SCC(=O)Nc2nccs2)n1
→ 1, 0, 0, -13, -17, 1, 0, -6, 27
[30] Cc1ccc(NC(=O)CCCN2C(=O)c3cccc4cccc(c34)C2=O)cc1
→ 0.91, -13, 5, -9, 14, 0.95, 9, 22, 13
[31] O=c1[nH]cc([N+](=O)[O-])cc1Br
→ 1, -8, -3, 9, 23, 1, -4, -6, 6
[32] O=C1Nc2cc(Cl)ccc2C1(N1CCNCC1)C(F)(F)F (centres undefined)
→ 0.98, -12, 4, 2, 10, 0.96, 2, 12, 9
[33] C[C@H](NC(N)=O)C(=O)N1CCN(S(=O)(=O)c2ccc3ccccc3c2)CC1
→ 0.97, -10, -6, 1, -5, 1.1, 3, -3, 1
[34] Cn1c(=O)c(C(=O)CSc2ccccc2)c(N)n(Cc2ccccc2)c1=O
→ 1.1, 4, -10, 10, -18, 1.1, -11, -11, 11
[35] O=C(CNS(=O)(=O)c1ccccc1)OCC(=O)c1ccccc1Cl
→ 0.99, -3, -7, 1, -13, 1.1, 1, -9, 4
[36] Nc1nnc(C(F)(F)F)s1
→ 1.1, -4, -3, -1, 3, 1, -9, 5, 3
[37] Cc1noc(C)c1C(=O)NCCc1c(C)[nH]c2ccccc12
→ 1.1, -6, -10, 4, -5, 1.1, -8, -12, -9
[38] COc1ccc(-c2csc(=Nc3ccccc3)n2CCO)cc1
→ 0.91, -5, -3, -2, 31, 1, 9, 26, 9
[39] Cc1nn(-c2ccc(F)cc2)c2c1cc(C#N)c1nc3ccccc3n12
→ 1.1, -11, -2, -3, 12, 1, -12, 6, 6
[40] O=C(COC(=O)/C=C/c1cn(-c2ccccc2)nc1-c1ccc2c(c1)OCCO2)NC1CCS(=O)(=O)C1 (centres undefined)
→ 0.93, -10, 2, 8, 14, 0.98, 7, -4, 7
[41] Cc1ccc(C(=O)N2CCN(c3ccc([N+](=O)[O-])c(NCc4cccnc4)c3)CC2)cc1
→ 0.97, -11, 25, 15, -6, 0.75, 3, 9, 18
[42] O=C(CCc1nnc(CCCCc2ccccc2)o1)NC(c1cccnc1)C(F)(F)F (centres undefined)
→ 0.98, 8, -13, 6, 16, 1.1, 2, -1, 4
[43] COc1cc(Br)c(CCNC(=O)c2ccco2)cc1OC
→ 1.1, -6, -21, 2, 11, 1.2, -10, 6, 32
[44] CCN1CCN(S(=O)(=O)c2ccc(Cl)c(C(=O)N(C)Cc3ccc(Cl)cc3Cl)c2)CC1
→ 0.94, 5, -13, 28, 6, 1.1, 6, -12, 14
[45] COc1ccccc1-c1nc(-c2ccc(Br)o2)no1
→ 1, -1, -10, 10, 31, 1.1, -5, 31, -11
[46] O=C(O)COc1ccc(/C=C/C(=O)c2ccc3ccccc3c2)cc1
→ 0.87, 0, 8, 11, -4, 0.93, 13, 22, 21
[47] Cc1c(/C=C/C(=O)c2cccs2)cnn1C
→ 0.95, 12, -10, 1, 20, 1.1, 5, 10, 26
[48] Cc1nc(-c2nnc(SCC(=O)Nc3cc(C(F)(F)F)cc(C(F)(F)F)c3)n2C)cs1
→ 1.1, 7, -8, 8, -9, 1.1, -13, -8, 6
[49] CCOC(=O)c1ccc(NC(=O)C(=O)NCC2CCCO2)cc1 (centres undefined)
→ 0.98, 0, 1, 1, -1, 0.99, 2, -6, 24
[50] CC(C)c1cc(NCc2ccccn2)n2c(nc3ccccc32)c1C#N
→ 1.5, 3, -19, -6, 26, 1.2, -47, 20, -1
[51] COCCNC(=O)CN1CCN(Cc2cccc(Cl)c2)C1=O
→ 0.93, 1, 22, 0, 3, 0.78, 7, -7, 8
[52] CCN(CC)CCN(C(=O)c1c(F)cccc1F)c1nc2cc(C)cc(C)c2s1
→ 0.95, 0, 1, 23, 18, 0.99, 5, 22, 14
[53] CCCNC(=O)Cn1cnc2sc(C(=O)NCCCN3CCOCC3)c(C)c2c1=O
→ 0.95, 1, -10, -8, 4, 1.1, 5, 0, 8
[54] N#Cc1nc(-c2ccccc2F)oc1N1CCN(C(=O)c2ccco2)CC1
→ 0.96, -1, -7, 15, 16, 1.1, 4, -21, 23
[55] COc1ccc(-n2c(SC(CN3CCCCC3)CN3CCCC3=O)nc3ccccc3c2=O)cc1 (centres undefined)
→ 0.92, 63*, 11, 2, 30, 0.89, 8, 17, 10
[56] COc1ccc(NC(=O)CN2CCN(C3c4ccccc4-c4ccccc43)CC2)c(OC)c1
→ 0.97, 8, 2, 26, 22, 0.98, 3, 15, 11
[57] O=C(c1nn(-c2ccccc2)c(=O)c2ccccc12)N1CCN(c2ncccn2)CC1
→ 1, -3, -14, 11, 16, 1.1, -5, 9, -5
[58] CSc1cccc(CN2CCCC(CNC(=O)c3ccc(F)cc3)C2)c1 (centres undefined)
→ 0.98, -3, 5, -24, -13, 0.95, 2, -11, 8
[59] CCCCCn1c(SCC(=O)OCC)nc2cc(C(=O)N3CCC(C(N)=O)CC3)ccc2c1=O
→ 0.99, -13, 5, -3, 7, 0.95, 1, 1, -1
[60] Cc1cc(OC(C)C(=O)NC(Cc2c[nH]c3ccc(O)cc23)C(=O)O)c2c(C)cc(=O)oc2c1 (centres undefined)
→ 0.92, -5, 0, 10, -8, 1, 8, -7, 11
[61] COc1ccccc1-c1nnc(SCC(=O)Nc2oc(C)c3c(C)n[nH]c(=O)c23)n1C
→ 0.91, 1, -2, 10, 5, 1, 9, 5, 23

Not a hit list; any-hit rate near 4.5%.
